# Anthrax LF inh2: inhibitors of Bacillus anthracis lethal factor protease | 360,000 compounds, 0.12% hits | multiplex microsphere protease cleavage assay, LF | AID 588501 | inhibition, % at 10 µM | P15917; further: plate controls were buffer without enzyme for full effect and enzyme alone for no effect
# Target sequence (P15917 whole entry, looked up): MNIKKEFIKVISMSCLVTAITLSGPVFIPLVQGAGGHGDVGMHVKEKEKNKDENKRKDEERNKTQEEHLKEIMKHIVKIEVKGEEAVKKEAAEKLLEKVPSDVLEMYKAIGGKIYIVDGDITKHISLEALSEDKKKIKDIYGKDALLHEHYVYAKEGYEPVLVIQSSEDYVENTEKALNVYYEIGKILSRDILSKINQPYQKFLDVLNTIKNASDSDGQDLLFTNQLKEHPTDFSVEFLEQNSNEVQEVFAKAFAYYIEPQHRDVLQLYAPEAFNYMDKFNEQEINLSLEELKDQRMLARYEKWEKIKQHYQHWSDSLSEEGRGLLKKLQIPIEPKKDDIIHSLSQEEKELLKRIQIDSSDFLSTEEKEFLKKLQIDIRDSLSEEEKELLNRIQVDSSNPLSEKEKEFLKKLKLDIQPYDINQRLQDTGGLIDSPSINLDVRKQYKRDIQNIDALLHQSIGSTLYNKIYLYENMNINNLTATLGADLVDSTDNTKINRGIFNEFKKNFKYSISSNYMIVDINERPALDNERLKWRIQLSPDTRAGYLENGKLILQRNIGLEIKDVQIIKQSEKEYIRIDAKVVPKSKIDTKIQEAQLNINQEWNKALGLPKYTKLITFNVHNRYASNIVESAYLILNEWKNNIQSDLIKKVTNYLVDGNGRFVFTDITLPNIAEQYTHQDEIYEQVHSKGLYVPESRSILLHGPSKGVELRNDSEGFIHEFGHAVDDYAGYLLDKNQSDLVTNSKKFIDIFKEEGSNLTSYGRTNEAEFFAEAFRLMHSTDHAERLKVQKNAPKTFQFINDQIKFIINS
# PriA SSB inh: K. pneumoniae PriA-SSBct interaction inhibition | AlphaScreen SSBct-PriA binding, biotinylated peptide | 430,000 compounds, 0.6% hits | inhibition, % at 33 µM; in the data active means inhibition mostly above about 37%, no sharp cut-off; inactive means mostly below about 20%;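 further: plate controls were negative control peptide for no effect and reference peptide for full effect; strong numbers were not always called active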
# Y pestis TopoI: inhibitors of Yersinia pestis topoisomerase I | activity, % at 10 µM | Y. pestis Topo-I cleavage product accumulation, plate reader | 360,000 compounds, 0.064% hits; in the data active means activity above about 50%, passing the limit was not always enough; inconclusive means no clear call, values can overlap the other calls; further: inactives centre near 2
# PrPC surface inh: cell surface PrPC inhibition, primary TR-FRET screen; P04156; TR-FRET read-out; inhibition, % at 13.8 µM; 370,000 compounds, 0.43% hits; AID 720596; in the data active means inhibition above about 24%; further: 0% = median of the test wells and 100% = reference compound wells
# BH1578 lux ind: induces V. cholerae light production without autoinducers | V. cholerae BH1578 lux reporter, luminescence, 6 h | activation, % at 18.7 µM | 350,000 compounds, 0.16% hits | AID 588436; in the data active means activation mostly above about 9.7%, no sharp cut-off; inconclusive means no clear call, values can overlap the other calls; inactive means mostly below about 3.7%; further: not every result past the cut was called active; inactives centre near 0; reference of the scale not given here
# SARS 3CLpro inh: SARS-CoV 3CLpro protease inhibition | inhibition, % at 6 µM | AID 1706 | 290,000 compounds, 0.14% hits | recombinant SARS-CoV 3CLpro, quenched FRET peptide cleavage; in the data active means inhibition above about 12%
# PfHsp40 yeast: compounds rescuing yeast from Plasmodium falciparum HSP40 toxicity; S. cerevisiae expressing PfHsp40, growth rescue, ATP luminescence; growth rescue, % at 12.5 µM; 340,000 compounds, 0.68% hits; AID 504582; in the data active means growth rescue above about 28%, passing the limit was not always enough; inconclusive means no clear call, values can overlap the other calls;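 further: yeast W303a lacking pdr1 and pdr3 grown in galactose medium; growth measured after three days at 30 °C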
# BoNT A protease: BoNT A light chain protease inhibition; multiplex microsphere protease substrate cleavage, flow cytometry; inhibition, % at 10 µM; 360,000 compounds, 0.17% hits; further: plate controls were buffer without enzyme for full effect and enzyme alone for no effect
# TcdB GH inh: blocks C. difficile toxin B glycohydrolase activity; P18177; TcdB glycohydrolase enzymatic assay, plate reader; inhibition, % at 9.99 µM; 350,000 compounds, 0.24% hits; AID 652162; in the data active means inhibition above about 10%
# The depositor's hits bear a star; i = inactive; u = inconclusive; x = not tested or not shown; & = joins results of further samples. Unless noted, no stated cut-off is given here; in the data, active means inhibition above about 30%; inconclusive means no clear call, values can overlap the other calls; inactive means below that. Some of the compounds tested; the hit share may differ from the screen's.
[1] Cc1c(N(C)S(=O)(=O)c2ccc(Cl)c(C(=O)NCC(C)(C)N3CCOCC3)c2)c(=O)n(-c2ccccc2)n1C
[2] C=CCn1cc(/C=N/NC(=O)COc2cccc3cccnc23)c2ccccc21
[3] O=c1nc2c(-c3ccccc3F)n[nH]n2c2ccccc12
[4] Cn1c(OCc2ccc3c(c2)OCO3)nc2c1c(=O)n(Cc1cccc(Cl)c1)c(=O)n2C
[5] CC(=O)C1=C(C)NC2(O)c3ccccc3C(=O)C12O (stereo not given)
[6] COc1ccc(C(=O)CC2SC(N)=NC2=O)cc1 (stereo not given)
[7] O=S(=O)(c1ccc(Cl)cc1)N1CCCC(C(F)(F)F)C1 (stereo not given)
[8] CCOc1ccc(NC(=O)CC2CC(C)(C)OC2=O)cc1 (stereo not given)

assay / compound	1	2	3	4	5	6	7	8
Anthrax LF inh2	0	2	0	0	1	-8	1	6
PriA SSB inh	-1	x	9	-10	-15	x	-12	-16
Y pestis TopoI	-5	1	-2	9	-5	-1	0	2
PrPC surface inh	-10	3	-7	4	8	7	-6	-1
BH1578 lux ind	i	-0.2	-0.6	i	i	-0.3	-0.4	2.6
SARS 3CLpro inh	x	-7	1	5	1	2	5	0
PfHsp40 yeast	-1.4	-0.4	-0.2	0.0	0.5	16	-0.5	-0.2
BoNT A protease	-0.4	0.5	2.8	-0.4	-0.2	-1.2	-0.1	0.7
TcdB GH inh	1.5	1.5	x	x	x	0.7	0.8	x

[9] CCCOc1ccc(N2C(=O)CC(N3CCC(c4nncn4CC)CC3)C2=O)cc1 (stereo not given)
[10] Cc1cccc(C(=O)NCC(=O)NC(C)c2ccc(-n3ccnc3)cc2)c1 (stereo not given)
[11] COc1ccc(-n2ncc3c(NCc4ccc5c(c4)OCO5)ncnc32)cc1
[12] CC(C)CCNC(=O)CN(Cc1ccc(F)cc1)C(=O)CCC(=O)Nc1ccccn1
[13] CC(=O)c1cccc(NC(=O)C2Cc3c(-c4ccccc4)ccnc3O2)c1 (stereo not given)
[14] O=C(COC(=O)c1ccc(Br)o1)Nc1ncc([N+](=O)[O-])s1
[15] CC(C)=CC(=O)OCC(=O)Nc1ccc(Cl)cn1
[16] O=C(CN1C(=O)c2ccccc2C1=O)NCC(=O)OCC(=O)c1cccc([N+](=O)[O-])c1

assay / compound	9	10	11	12	13	14	15	16
Anthrax LF inh2	-2	1	0	-2	-4	3	1	-1
PriA SSB inh	-9	-12	-3	-6	x	-3	-12	-4
Y pestis TopoI	-8	0	9	-5	17	-10	-1	3
PrPC surface inh	-3	-1	0	-1	4	-22	1	-6
BH1578 lux ind	0.0	1.3	-0.7	-0.2	-0.4	i	0.3	-0.1
SARS 3CLpro inh	2	x	1	-3	x	x	3	1
PfHsp40 yeast	0.3	0.0	-0.2	0.2	x	-0.8	-0.4	-2.3
BoNT A protease	-0.2	0.2	0.6	-1.5	0.1	-0.9	-0.2	0.2
TcdB GH inh	x	1.5	x	0.7	1.5	0.8	x	0.6

[17] CCOC(=O)C1CCCN(Cc2c(C(=O)N3CCCCC3)nc3c(C)cccn23)C1 (stereo not given)
[18] O=C(NCCCN1CCOCC1)c1c(O)c2ccccc2[nH]c1=O
[19] N#C/C(=C\c1ccc2c(c1)OCO2)C(=O)NCc1ccco1
[20] Cc1c(NC(=O)CN2C(=O)NC(C)(c3ccc4c(c3)OCCO4)C2=O)c(=O)n(-c2ccccc2)n1C (stereo not given)
[21] CC(=O)OC1(C(F)(F)F)Oc2ccccc2NC1=O (stereo not given)
[22] O=C(NC(=S)NCc1cccnc1)c1ccccc1
[23] O=C(CSc1nnnn1-c1ccc(Cl)cc1)NNC(=O)c1ccc([N+](=O)[O-])cc1
[24] NC(=O)CC(NC(=O)Cc1ccc(Br)cc1)c1ccc(NCCc2ccccc2F)c([N+](=O)[O-])c1 (stereo not given)

assay / compound	17	18	19	20	21	22	23	24
Anthrax LF inh2	-2	4	-3	-3	2	-2	2	-3
PriA SSB inh	-5	-8	-4	-9	-4	2	7	-28
Y pestis TopoI	-4	-11	9	1	11	-4	-4	26
PrPC surface inh	-7	5	2	0	1	9	-13	1
BH1578 lux ind	-0.4	x	-0.3	i	i	-1.5	-0.4	-0.3
SARS 3CLpro inh	-5	-2	-1	2	-7	-2	1	x
PfHsp40 yeast	0.9	-0.3	53*	-0.8	-1.6	-0.9	1.4	-1.3
BoNT A protease	-0.7	0.4	0.1	-0.3	u	-0.5	-0.6	-0.8
TcdB GH inh	-0.9	x	-0.2	x	x	-0.6	x	0.2

[25] COc1ccc(NS(=O)(=O)c2ccc(NC(=O)c3ccc(N(C)S(C)(=O)=O)cc3)cc2)cc1
[26] CC(=O)Nc1ccc(S(=O)(=O)NCC(=O)OC(C)c2ccccc2Cl)cc1 (stereo not given)
[27] Cn1cc(CCC(=O)N2CCCC(C(=O)c3ccc(C(C)(C)C)cc3)C2)cn1 (stereo not given)
[28] O=c1[nH][nH]c(=O)c2c(NS(=O)(=O)c3ccccc3)cccc12
[29] COc1cccc(-c2nc(CS(=O)(=O)CC(=O)NC3CCC(C)CC3)c(C)o2)c1 (stereo not given)
[30] COc1ccc(-c2nnc(SCc3ccccn3)n2C)cc1
[31] CSC(=S)N/N=C/c1c[nH]c2ccccc12
[32] Cc1cc(C(=O)N2CCCC(Nc3ccccc3)C2)c2ccc(F)cc2n1 (stereo not given)

assay / compound	25	26	27	28	29	30	31	32
Anthrax LF inh2	-3	0	-1	-2	-6	-2	-2	2
PriA SSB inh	-9	-12	-3	-22	0	-4	x	-1
Y pestis TopoI	0	3	14	-5	29	-12	1	-10
PrPC surface inh	14	2	9	0	-1	0	0	5
BH1578 lux ind	-0.3	-0.6	0.7	-0.6	-4.3	0.4	i	-1.7
SARS 3CLpro inh	7	-1	1	-1	1	1	1	0
PfHsp40 yeast	0.5	-1.2	-1.7	0.6	-0.9	0.4	23	3.0
BoNT A protease	0.9	1.8	0.7	1.6	-1.5	0.7	-0.4	-1.7
TcdB GH inh	x	1.7	1.9	1.6	0.2	x	3.7	1.6

[33] CNC(=S)Nc1ccc(C)cc1
[34] N#Cc1c(NC(=O)c2cnn3cccnc23)sc2c1CCCC2
[35] O=C(OCC(=O)N1CCCCCC1)c1ccc(Cl)nc1
[36] CNC(=O)c1cn(-c2ccccc2)c(=O)c2ccccc12
[37] O=C(NCc1ccc(F)cc1)C1CCCN1C(=O)Nc1ccc(Cl)cc1 (stereo not given)
[38] Cc1cc(NC(=O)CCC(=O)N(c2ccc(F)cc2)C(C(=O)NC2CCCC2)c2ccccc2)no1 (stereo not given)
[39] CCOC(=O)C1(C)NC(c2ccco2)C2C(=O)N(CC)C(=O)C21 (stereo not given)
[40] CC(C)N(Cc1ccccc1)S(=O)(=O)N(C)C

assay / compound	33	34	35	36	37	38	39	40
Anthrax LF inh2	0	-2	-2	-8	-3	-9	-5	4
PriA SSB inh	-11	-16	-12	-1	-3	0	4	-11
Y pestis TopoI	-3	-2	5	-4	6	27	-3	7
PrPC surface inh	-2	-1	8	6	-2	4	1	3
BH1578 lux ind	-0.5	-0.1	-0.7	-0.2	2.2	-3.1	-0.3	i
SARS 3CLpro inh	2	1	x	3	-1	3	-2	0
PfHsp40 yeast	-1.1	-0.6	-1.5	0.6	0.0	0.6	-0.5	-1.9
BoNT A protease	0.1	0.1	-0.4	-1.1	-2.8	-2.6	-0.3	1.4
TcdB GH inh	x	-0.2	0.5	x	1.8	-1.8	-0.8	x

[41] CSc1ncnc2c1ncn2CCCNCc1ccccn1
[42] C[C@@H]1CN([C@H](C)CO)C(=O)CCCn2cc(nn2)CO[C@H]1CN(C)C(=O)Oc1cccc2ccccc12
[43] O=[N+]([O-])c1cccc(/C([O-])=C(/C(=S)Nc2cccc3ccccc23)[n+]2ccccc2)c1
[44] O=C(Nc1cccnc1)c1ccc(S(=O)(=O)c2ccccc2)cc1
[45] O=[N+]([O-])c1cccc(C=NNc2ccccc2)c1
[46] CN1CCN(CCOc2cccc(Cl)c2)CC1
[47] COc1ccc(C(=O)NCc2ccc3c(c2)OCO3)c(OC)c1
[48] CNC(=O)c1cc(S(=O)(=O)N2CC(C)OC(C)C2)ccc1N1CCOCC1 (stereo not given)

assay / compound	41	42	43	44	45	46	47	48
Anthrax LF inh2	2	-1	0	0	-7	-4	9	-1
PriA SSB inh	x	x	21	5	-1	-2	-5	-9
Y pestis TopoI	3	9	-7	-4	-23	-2	12	-8
PrPC surface inh	1	-7	2	1	3	-3	-9	2
BH1578 lux ind	1.0	i	-0.3	-0.2	i	i	0.8	-2.9
SARS 3CLpro inh	x	x	0	-4	x	1	3	2
PfHsp40 yeast	x	x	0.9	-1.1	u	-0.6	-0.2	-0.9
BoNT A protease	-0.5	0.3	6.7	0.3	-0.8	0.0	2.1	1.0
TcdB GH inh	-5.7	-2.4&-2.4	-0.9	-0.2	-5.2	x	3.8	0.8

# A draw from above in order of number of heavy atoms, rising:
[40] CC(C)N(Cc1ccccc1)S(=O)(=O)N(C)C
[45] O=[N+]([O-])c1cccc(C=NNc2ccccc2)c1
[35] O=C(OCC(=O)N1CCCCCC1)c1ccc(Cl)nc1
[36] CNC(=O)c1cn(-c2ccccc2)c(=O)c2ccccc12
[41] CSc1ncnc2c1ncn2CCCNCc1ccccn1
[47] COc1ccc(C(=O)NCc2ccc3c(c2)OCO3)c(OC)c1
[44] O=C(Nc1cccnc1)c1ccc(S(=O)(=O)c2ccccc2)cc1
[37] O=C(NCc1ccc(F)cc1)C1CCCN1C(=O)Nc1ccc(Cl)cc1 (stereo not given)
[48] CNC(=O)c1cc(S(=O)(=O)N2CC(C)OC(C)C2)ccc1N1CCOCC1 (stereo not given)
[43] O=[N+]([O-])c1cccc(/C([O-])=C(/C(=S)Nc2cccc3ccccc23)[n+]2ccccc2)c1

assay / compound	40	45	35	36	41	47	44	37	48	43
Anthrax LF inh2	4	-7	-2	-8	2	9	0	-3	-1	0
PriA SSB inh	-11	-1	-12	-1	x	-5	5	-3	-9	21
Y pestis TopoI	7	-23	5	-4	3	12	-4	6	-8	-7
PrPC surface inh	3	3	8	6	1	-9	1	-2	2	2
BH1578 lux ind	i	i	-0.7	-0.2	1.0	0.8	-0.2	2.2	-2.9	-0.3
SARS 3CLpro inh	0	x	x	3	x	3	-4	-1	2	0
PfHsp40 yeast	-1.9	u	-1.5	0.6	x	-0.2	-1.1	0.0	-0.9	0.9
BoNT A protease	1.4	-0.8	-0.4	-1.1	-0.5	2.1	0.3	-2.8	1.0	6.7
TcdB GH inh	x	-5.2	0.5	x	-5.7	3.8	-0.2	1.8	0.8	-0.9

[38] Cc1cc(NC(=O)CCC(=O)N(c2ccc(F)cc2)C(C(=O)NC2CCCC2)c2ccccc2)no1 (stereo not given)
[42] C[C@@H]1CN([C@H](C)CO)C(=O)CCCn2cc(nn2)CO[C@H]1CN(C)C(=O)Oc1cccc2ccccc12

assay / compound	38	42
Anthrax LF inh2	-9	-1
PriA SSB inh	0	x
Y pestis TopoI	27	9
PrPC surface inh	4	-7
BH1578 lux ind	-3.1	i
SARS 3CLpro inh	3	x
PfHsp40 yeast	0.6	x
BoNT A protease	-2.6	0.3
TcdB GH inh	-1.8	-2.4&-2.4

# Further results
[49] COc1ccc(NS(=O)(=O)c2cccc(C(=O)NCC3(N4CCOCC4)CCCCC3)c2)cc1
[50] Cc1cc(NC(=O)COC(=O)c2c(C)nn(Cc3ccccc3Cl)c2C)no1
[51] C/C(=N\N1CCCCCC1)c1c(O)n(-c2ccc(C)cc2)c(=O)[nH]c1=O
[52] O=C(O)C1C(c2ccccc2)C(C(=O)OCCCO)C1c1ccccc1 (stereo not given)
[53] CCn1cc(Br)c(C(=O)N(C)Cc2ccccc2)n1

assay / compound	49	50	51	52	53
Anthrax LF inh2	-4	-5	-1	-2	3
PriA SSB inh	-1	-10	x	-24	-18
Y pestis TopoI	19	-6	-5	10	0
PrPC surface inh	-3	-5	1	-4	-3
BH1578 lux ind	i	1.1	-0.8	i	i
SARS 3CLpro inh	-5	4	3	3	-9
PfHsp40 yeast	3.9	0.1	-0.2	0.5	0.5
BoNT A protease	1.6	-0.8	-1.0	-0.5	-0.7
TcdB GH inh	1.3	x	2.0	x	1.4

# High-throughput results deposited in PubChem by several laboratories.
